SNCA expr inh = SNCA gene expression inhibition; actives 0.17% (n = 140,000); Potency, µM (titrated, usually from 57.2 µM), for inactives: at the highest dose activity change, negative = inhibition, hits mostly inhibitors; AID 1671194; HEK-293 SNCA-luciferase knock-in, luminescence, 24 h;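 further: potency means the concentration at half of the fitted maximal effect; plate controls were DMSO cells for no effect and cell-free wells for full effect; nearly all actives have a fitted effect of over 45% in size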
GPT2 inh = inhibitors of human GPT2 alanine aminotransferase; Potency, µM (series often up to 57.7 µM), inactives show at the highest dose activity change, negative = inhibition, usual class: inhibitors; actives 0.25% (n = 100,000); Recombinant GPT2, coupled pyruvate oxidase/HRP Amplex Red fluorescence; Q8TD30; further: potency means the concentration at half of the fitted maximal effect; nearly all actives have a fitted effect of over 60% in size; many of its hits are not listed in these tables
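Inhibition is scored from Amplex Red fluorescence generated when pyruvate oxidase and HRP act on pyruvate released by GPT2. Reactions contain 10ng/uL enzyme, 250uM a-KG and 2mM L-alanine and run 30 min at room temperature.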
Luciferase inh = inhibitors of firefly (Photinus pyralis) luciferase. P08659. purified P. pyralis luciferase, luminescence, biochemical. Potency, µM (doses to about 115 µM), for the others: top-dose activity change, negative = inhibition, actives largely listed as inhibitors. actives 2.5% (n = 76,000); further: potency means the concentration at half of the fitted maximal effect; nearly all actives have a fitted effect of over 65% in size
Target sequence (P08659 whole entry, looked up): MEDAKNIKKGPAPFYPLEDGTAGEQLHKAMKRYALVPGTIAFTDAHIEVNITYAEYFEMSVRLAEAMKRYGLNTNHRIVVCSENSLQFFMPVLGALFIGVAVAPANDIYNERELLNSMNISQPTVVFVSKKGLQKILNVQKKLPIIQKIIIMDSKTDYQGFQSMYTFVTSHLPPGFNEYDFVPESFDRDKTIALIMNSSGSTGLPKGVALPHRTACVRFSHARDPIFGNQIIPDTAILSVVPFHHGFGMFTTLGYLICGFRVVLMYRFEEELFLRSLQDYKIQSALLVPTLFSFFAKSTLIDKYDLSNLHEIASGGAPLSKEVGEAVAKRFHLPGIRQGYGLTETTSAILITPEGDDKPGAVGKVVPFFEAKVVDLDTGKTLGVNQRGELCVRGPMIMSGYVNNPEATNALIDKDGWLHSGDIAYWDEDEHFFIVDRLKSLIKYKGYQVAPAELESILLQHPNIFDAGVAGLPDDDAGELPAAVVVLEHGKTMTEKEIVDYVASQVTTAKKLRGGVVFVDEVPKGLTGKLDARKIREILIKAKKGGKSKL
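Luminescence read by CCD imager after adding enzyme (10nM final) to wells holding compound, titrated in qHTS. Substrates 10uM each D-luciferin and ATP; buffer 50mM Tris acetate pH 7.5, 10mM Mg acetate, Tween-20, BSA.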
NIH3T3 tox = kills NIH 3T3 cells; NIH 3T3 viability, CellTiter-Glo ATP luminescence, 48-72 h; Potency, µM (series often up to 96.7 µM), for the others: at the highest dose activity change, negative = cytotoxicity, usual class: inhibitors; actives 4.3% (n = 94,000); further: potency means the concentration at half of the fitted maximal effect; nearly all actives have a fitted effect of over 55% in size
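First NIH 3T3 cells are plated at 400 cells/well; next compound is pinned in; then plates incubate 48 or 72 hr at 37 °C; finally CellTiter-Glo is added and luminescence read after 10 min.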
HEK293 viab = counter-screen for SNCA expression inhibitors: cell viability | AID 1671193 | HEK-293-SNCA-luc viability, GF-AFC fluorescence, 24 h | Potency, µM (highest dose often 57.1 µM), without a hit: at the highest dose activity change, negative = cytotoxicity, hits mostly cytotoxic | actives 0.12% (n = 150,000);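 further: potency means the concentration at half of the fitted maximal effect; 0% = DMSO-treated cells and -100% = medium-only wells without cells; nearly all actives have a fitted effect of over 30% in size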
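Cytotoxicity counterscreen: after 24 h compound treatment of genome-edited SNCA-luciferase HEK-293 cells, live-cell protease substrate GF-AFC read by fluorescence after 30 min; activity scaled between DMSO (0%) and medium-only (-100%), curves Hill-fitted.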
IP6K1 inhibitor = inhibitors of human IP6K1. actives 0.81% (n = 140,000). Q92551. activity change, % (series mostly up to about 58 µM). IP6K1 kinase, ADP-Glo luminescence, 2 h; hits give low values; in the data active means activity change below about -25%
Target sequence (Q92551 whole entry, looked up): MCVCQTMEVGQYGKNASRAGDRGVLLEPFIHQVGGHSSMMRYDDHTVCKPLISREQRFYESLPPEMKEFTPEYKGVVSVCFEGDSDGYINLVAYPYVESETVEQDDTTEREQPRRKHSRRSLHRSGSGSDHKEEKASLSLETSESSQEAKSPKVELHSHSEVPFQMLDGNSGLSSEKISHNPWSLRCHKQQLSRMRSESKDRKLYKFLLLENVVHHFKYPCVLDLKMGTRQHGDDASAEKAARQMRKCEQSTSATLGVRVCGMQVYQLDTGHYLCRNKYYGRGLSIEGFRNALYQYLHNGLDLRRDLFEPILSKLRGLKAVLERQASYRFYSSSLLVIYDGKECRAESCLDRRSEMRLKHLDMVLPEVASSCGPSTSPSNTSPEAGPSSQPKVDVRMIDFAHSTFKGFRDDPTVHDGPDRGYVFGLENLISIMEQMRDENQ
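ADP-Glo luminescence measures ADP made by human IP6K1 during a 2 h RT reaction with ATP/IP6 (mix at 1.3 mM/130 uM); top library doses 57.5 and 19.1 uM final.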
HEK293 tox = cytotoxic compounds in HEK 293 cells. Potency, µM (doses to about 115 µM), for inactives: top-dose activity change, negative = cytotoxicity, most hits filed as inhibitors. actives 6.6% (n = 94,000). HEK 293 viability, ATP luminescence (CellTiter-Glo), 48-72 h; further: potency means the concentration at half of the fitted maximal effect; nearly all actives have a fitted effect of over 60% in size
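250 HEK 293 cells/well; compound by pintool; incubated 48 or 72 hr at 37 degree Celsius; CellTiter-Glo added, 10 min RT, luminescence imaged.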
Numbers without * were called inactive; i = inactive; ? = inconclusive; . = no result given; [ ] = another dose, or the depositor's remark. Unless noted, the call rests on the fitted dose curve; in most records, active means well fitted curve in the direction sought with a large enough effect; inconclusive means small, poorly fitted or top-dose-only effect, or another doubt; inactive means no such curve, though single readings can be large; an effect the other way counts as inactive or inconclusive. Unless noted, on the % scale 0 is the no-effect control and ±100 the full control effect.

SMILES	SNCA expr inh	GPT2 inh	Luciferase inh	NIH3T3 tox	HEK293 viab	IP6K1 inhibitor	HEK293 tox
O=C(c1ccccc1)N1CCC2(COc3ccncc3[S+](=O)([O-])N2)C1 (centres undefined)	23%	i	.	i	6%	-3	0%
N#Cc1ccc(CN2CCC3(CC2)CC(=O)Nc2ccccc2O3)cc1	2%	-2%	1%	?	-16%	8	?
Cc1ccccc1OCC(=O)Nc1ccc(OCc2cc(=O)n3ccccc3n2)cc1	8%	.	.	.	8%	28	.
Cc1ccc(N(CC(=O)Nc2ccc(Cl)cc2)S(=O)(=O)c2cccc3nonc23)cc1	?	.	.	.	-21%	15	.
Cc1ccc(-c2cc(N3CCC(CNC(=O)c4cccc(N(C)C)c4)CC3)n[nH]2)cc1	35%[activator]	4%	?	?	-2%	0	?
CCOc1ncccc1C(=O)N(C)Cc1nc(-c2ccccc2)no1	9%	-23%	0%	-15%	-1%	13	?
CCNC(=O)[C@@H]1C[C@H](NC(=O)c2ccc[nH]2)CN1C(=O)CCn1cnnn1	0%	2%	-2%	3%	-9%	2	-7%
Nc1nnc(SCC(=O)Nc2ccc(Cl)cc2)s1	19%	.	.	.	-12%	3	.
COc1cc(OC)cc(C(=O)N2CCCC(n3cc(-c4noc(C)n4)nn3)C2)c1 (centres undefined)	-28%	5%	1%	i	7%	14	11%
C[C@@H]1O[C@@H](O[C@H]2[C@@H]3C=CO[C@@H](O[C@@H]4O[C@H](CO)[C@@H](O)[C@H](O)[C@H]4O)[C@@H]3[C@@]3(CO)O[C@@H]23)[C@H](OC(=O)/C=C/c2ccccc2)[C@H](O)[C@H]1O	.	i	.	.	-10%[23.9 µM]	21	.
Cn1ncc(CN2CC[C@@H]3[C@@H](CCC(=O)N3CCCN)C2)c1C1CC1	3%	?	-10%	-4%	9%	4	0%
CCOc1cc2sc(N3CCC(C(=O)Nc4ccccc4Cl)CC3)nc2cc1Br	94%[activator]	.	.	.	-7%	-3	.
COc1ccc(-c2cc(C(=O)NCC(C)C)c3c(C)nn(-c4ccccc4)c3n2)cc1	111%[activator]	4%	.	?	9%	-4	-11%
Cc1c(C(=O)Nc2nc(-c3ccc(F)cc3)ns2)oc2ccc(Cl)cc12	-5%	.	.	.	-2%	18	.
COc1cc(C(O)CO)ccc1OS(=O)(=O)O (centres undefined)	38%[activator]	2%	.	.	2%	.	.
CCC(=O)N1CCc2cc(S(=O)(=O)NCCC(=O)Nc3cc(C)ccc3OC)ccc21	-19%	.	.	.	11%	-2	.
COc1cccc(CC(=O)N2C[C@@H](F)C[C@H]2C(=O)N2CCOCC2)c1	7%	i	-9%	i	21%	0	6%
CC1=C(C(=O)OC(C)(C)C)C(c2ccccc2)N2C(CC(=O)N3CCCC3)=CSC2=N1 (centres undefined)	-4%	i	-2%	?	-10%	-3	?
CCCN1C(=O)Cc2cc(C(=O)NCc3ccc(F)cc3F)ccc21	?	-1%	-10%	-13%	11%	9	-11%
CC(=O)N1C[C@@H]2CCCN3CCC[C@@H]([C@H]23)[C@H]1CCCC(=O)NCc1ccccc1	2%	i	8%	-1%	2%	-7	-6%

Nothing new here: an excerpt of the list.
SMILES	SNCA expr inh	GPT2 inh	Luciferase inh	NIH3T3 tox	HEK293 viab	IP6K1 inhibitor	HEK293 tox
O=C(c1ccccc1)N1CCC2(COc3ccncc3[S+](=O)([O-])N2)C1 (centres undefined)	23%	i	.	i	6%	-3	0%
N#Cc1ccc(CN2CCC3(CC2)CC(=O)Nc2ccccc2O3)cc1	2%	-2%	1%	?	-16%	8	?

Going on with the list.
SMILES	SNCA expr inh	GPT2 inh	Luciferase inh	NIH3T3 tox	HEK293 viab	IP6K1 inhibitor	HEK293 tox
CN(Cc1ccc(F)cc1)Cc1cccnc1	-18%[87.6 µM]	i	1%[230 µM]	-16%[174 µM]	-2%[87.6 µM]	-6	-15%[230 µM]
Cn1nccc1C(=O)N1CCC(c2nc(CCOCC3CCCC3)no2)C1 (centres undefined)	22%	i	.	-8%	14%	-7	?
CCN1CCCN(C(=O)c2ccoc2)CC12CCOCC2	-1%	i	3%	-4%	-2%	13	-26%
O=C(c1ccc2c(c1)CCN2S(=O)(=O)c1ccc(Cl)cc1)N1CCN(c2ccccc2)CC1	-10%	.	.	.	-3%	-20	.
CCc1noc(-c2ccn3c(CNC(=O)c4ccccc4Cl)nnc3c2)n1	11%	i	0%	-27%	2%	-2	-35%
O=C(C1CCCO1)N1CCOc2ccc(CN3CCc4ccccc4C3)cc2C1 (centres undefined)	1%	-10%	-1%	-15%	6%	-3	?
COc1ccc(-c2cc(C)no2)cc1S(=O)(=O)Nc1cccc(C(F)(F)F)c1	-31%	.	.	.	-8%	2	.
Oc1ccc(Cl)c2cccnc12	10%[25.6 µM]	?	.	.	-3%[23.9 µM]	2	.
Nc1nc(C2CC(N)C2)cc(N2CCC(C(=O)NCc3ccccn3)CC2)n1 (centres undefined)	29%	?	-5%	-14%	0%	12	-11%
O=C1CCN(S(=O)(=O)c2ccccc2)CCCN(C(=O)c2ccc(Cn3cncn3)o2)CCN1	-20%	i	-11%	-11%	7%	7	i
COCCN1Cc2cccc(C(=O)Nc3ccc(Cl)cc3Cl)c2C1=O	32%	.	.	.	-1%	8	.
O=C(CC1COCCN1)N(CCc1c[nH]c2ccccc12)C1CCCCC1 (centres undefined)	-17%	-17%	0%	?	5%	17	?
Cc1ccc(Nc2cc(-c3ccccc3)nc(C)n2)cc1	159%[activator]	.	.	.	5%	-10	.
COc1ccc(Cl)cc1NC(=O)Cn1c(-c2ccccc2)nc(C)c(CCO)c1=O	-13%	4%	7%	-14%	-10%	-4	-5%
COc1ccc(NC(=O)Cn2ccn3nc4c(c3c2=O)CC(C)CC4)cc1OC (centres undefined)	-20%	-4%	-23%	-4%	-16%	4	-26%
Cc1ccc(/C=C(\C#N)c2nc(-c3ccc(-c4ccccc4)cc3)cs2)cc1	56%[activator]	.	.	.	-3%	0	.
COC(=O)c1ccc2nc(C[C@@H]3C[C@@H](C(C)C)[C@H](CNS(=O)(=O)c4ccccc4)C=C3C)[nH]c2c1	-26%	-10%	1%	32µM*	?	15	28µM*
COC(=O)c1scc(-c2ccccc2)c1S(=O)(=O)Nc1ccccc1	-3%	.	.	.	-8%	7	.
CCc1nc2nc(C)cc(Nc3cccc(C)c3C)n2n1	20%	.	.	.	-5%	-33*	.
CCN(CC)C(=O)N1CCCCCCNC(=O)[C@@H]2CCC[C@@H]21	-17%	-10%	-16%	-21%	12%	4	-13%
COc1cccc(S(=O)(=O)N2CCC(C(=O)N3CCCCCCNC(=O)CC3)CC2)c1	26%	-22%	3%	-12%	3%	7	-1%
COCCOc1ccc2c(n1)CCN(C(=O)c1cnccn1)C2	-1%	5%	-10%	2%	-10%[12.5 µM]	4	3%
Cc1cccc(N2CCN(C(=O)c3noc(-c4ccc[nH]c4=O)n3)CC2)c1C	-9%	i	-7%	?	1%	0	?
O=C(c1ccc2[nH]ccc2c1)N1CC(CO)C2(CCNCC2)C1 (centres undefined)	-3%	?	-15%	-7%	0%[12.5 µM]	0	-15%
O=C(CN1C(=O)NC2(CCOCC2)C1=O)NC1CCCC1	?	i	4%	i	5%	19	13%
CCCNc1cc(N2CCC(CCC(=O)NCC3CC3)CC2)ncn1	?	?	-29%	-25%	6%	13	i
CC(C)n1c(CN2CCC3(CCCN(C)C3=O)C2)nc2ccccc21 (centres undefined)	1%	-11%[11.5 µM]	1%	-21%	8%	6	-23%
CN1C[C@@H](F)[C@@H](OCc2nc3ccc(F)cc3[nH]2)C1	11%[87.6 µM]	0%[88.5 µM]	-19%[230 µM]	2%[174 µM]	2%[87.6 µM]	8	-4%[230 µM]
Cc1ccc(C(=O)NC2CCCN(c3cc(-c4ccccc4)[nH]n3)C2)cc1F (centres undefined)	43%[activator]	-1%	-7%	?	-17%	0	?
CCCN1CCCC2(CCN(C(=O)c3conc3-c3ccccc3)C2)C1=O (centres undefined)	-3%	4%[11.5 µM]	-3%	-8%	-2%	-9	-21%
COc1ccc(NC(=O)[C@@H]2C[C@@H](c3ccc(F)cc3)N([S+](=O)([O-])c3ccccc3)C2)cn1	-28%	-1%	14%	-27%	-3%	-1	?
CN1CCN([C@H]2CCN(Cc3ccc(C#CCO)cc3)C[C@H]2CCC(=O)O)CC1	26%	?	0%	-2%	11%	8	2%
COc1cccc(N2CCN(C3C(=O)c4ccccc4N3C(C)=O)CC2)c1 (centres undefined)	6%	.	.	.	1%	-6	.
CN1C(=O)CC[C@]2(C(=O)NCc3ccco3)CCCC[C@@H]12	7%	i	-7%	?	3%	12	?
O=C(N[C@@H]1CCN(C(=O)Cc2noc3ccccc23)C[C@H]1O)c1cccnc1	2%	-17%	1%	-1%	2%	1	-4%
O=C(CN1c2ccc(Br)cc2-c2ccccc2S1(=O)=O)N1CCCCC1	62%[activator]	.	.	.	3%	1	.
COCCNC(=O)c1ccc2oc(-c3ccc(OC)nc3)nc2c1	-4%	-15%	.	-18%	-1%	15	?

A draw from above in order of heavy-atom count, ascending.
SMILES	SNCA expr inh	GPT2 inh	Luciferase inh	NIH3T3 tox	HEK293 viab	IP6K1 inhibitor	HEK293 tox
CN1C[C@@H](F)[C@@H](OCc2nc3ccc(F)cc3[nH]2)C1	11%[87.6 µM]	0%[88.5 µM]	-19%[230 µM]	2%[174 µM]	2%[87.6 µM]	8	-4%[230 µM]
CN1C(=O)CC[C@]2(C(=O)NCc3ccco3)CCCC[C@@H]12	7%	i	-7%	?	3%	12	?
O=C(c1ccc2[nH]ccc2c1)N1CC(CO)C2(CCNCC2)C1 (centres undefined)	-3%	?	-15%	-7%	0%[12.5 µM]	0	-15%
COCCNC(=O)c1ccc2oc(-c3ccc(OC)nc3)nc2c1	-4%	-15%	.	-18%	-1%	15	?
CCCNc1cc(N2CCC(CCC(=O)NCC3CC3)CC2)ncn1	?	?	-29%	-25%	6%	13	i
O=C(CN1c2ccc(Br)cc2-c2ccccc2S1(=O)=O)N1CCCCC1	62%[activator]	.	.	.	3%	1	.
CCCN1CCCC2(CCN(C(=O)c3conc3-c3ccccc3)C2)C1=O (centres undefined)	-3%	4%[11.5 µM]	-3%	-8%	-2%	-9	-21%
O=C(N[C@@H]1CCN(C(=O)Cc2noc3ccccc23)C[C@H]1O)c1cccnc1	2%	-17%	1%	-1%	2%	1	-4%
CN1CCN([C@H]2CCN(Cc3ccc(C#CCO)cc3)C[C@H]2CCC(=O)O)CC1	26%	?	0%	-2%	11%	8	2%
COc1cccc(S(=O)(=O)N2CCC(C(=O)N3CCCCCCNC(=O)CC3)CC2)c1	26%	-22%	3%	-12%	3%	7	-1%
COc1ccc(NC(=O)[C@@H]2C[C@@H](c3ccc(F)cc3)N([S+](=O)([O-])c3ccccc3)C2)cn1	-28%	-1%	14%	-27%	-3%	-1	?

Screens as filed in PubChem.
